TRPV1 agonist – HTS Assay for Compounds that Act as Agonists of the Vanilloid Receptor 1; Transient receptor potential cation channel subfamily V member 1 (Homo sapiens), Q8NER1; TRPV1-expressing cells, Fluo-8 calcium influx, agonist mode; activation, % at 8.33 µM; 0.19% of 320,000 active; AID 540275, 2011; in the data active means activation above about 80%; inconclusive means between about 30% and that limit; further: 0% is about no effect
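Fluo-8 calcium influx in TRPV1-expressing cells, kinetic read (ex 480/em 520 nm). Compound added and read 3 min for agonist activity, followed by capsaicin at EC20 final and 2 min further read for enhancement.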
ELG1 repair inh – qHTS screen for small molecules that inhibit ELG1-dependent DNA repair in human embryonic kidney (HEK293T) cells expressing luciferase-tagged ELG1; HEK293T ELG1-luciferase reporter, luminescence, 16 h; DNA damage induced by 5-fluorouridine; Potency, µM (top dose mostly 46.1 µM), for the others: top-dose activity change, negative = inhibition, most hits filed as inhibitors; 2.3% of 330,000 active; further: potency means the concentration at half of the fitted maximal effect; on the % scale 0 is the no-effect control and ±100 the full control effect; nearly all actives have a fitted effect of over 55% in size
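Cells (2,000 per well) received 5-fluorouridine plus test compound or DMSO and were incubated 16 hr at 37 °C, 5% CO2. Luciferase activity was read by luminescence 30 min after ONE-Glo addition; signal suppression marked inhibition of damage-induced ELG1 function.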
BRCA1 expr up – qHTS Assay to Identify Small Molecule Activators of BRCA1 Expression | MCF7-BRCA1-FFLuc reporter, luminescence, 48 h; response scale: scaled: vehicle 0%, 10 µM genistein 100% | Potency, µM (series often up to 46.1 µM), for inactives: at the highest dose activation, usual class: activators | 1.1% of 380,000 active; further: potency means the concentration at half of the fitted maximal effect; nearly all actives have a fitted effect of over 80% in size; some results filed as inactive show a strong effect at the top dose
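Compounds are tested at multiple concentrations on MCF7 BRCA1-luciferase reporter cells seeded at 2000 per well; after 48 h, a single luminescence end-point is taken and curves fitted to the normalized data.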
TSG101-PTAP inh – qHTS Assay for Iinhibitors of HIV-1 Budding by Blocking the Interaction of PTAP/TSG101; AID 493005, 2010; Potency, µM (highest dose often 115 µM), for inactives: at the top dose activity change, negative = inhibition, usual class: inhibitors; Tumor susceptibility gene 101 protein (Homo sapiens), Q99816; 340,000 tested, under 10 active; Fluorescence polarization, FITC-PTAP peptide / Tsg101 binding; active means well fitted inhibition curve with a large enough effect in the main read-out, with a control signal flat, not every such curve was filed as active; inconclusive means small, poorly fitted or top-dose-only effect, or effect the other way, or a change in a side signal; inactive means no such curve, though single readings can be large or run the other way; further: potency means the concentration at half of the fitted maximal effect; % of control where 0% means no effect
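FP read-out: FITC-PTAP peptide, 50 nM final, binding Tsg101 binding domain, 10 uM final; 20 min, r.t.; 10 mM HEPES pH 7.5, 0.15 M NaCl, 0.01% Tween 20, 3 mM EDTA, 0.1 mM TCEP.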
B2AR arrestin – qHTS assay of beta-arrestin-biased ligands of beta2-adrenergic receptor | Beta-2 adrenergic receptor (Homo sapiens), P07550 | beta-arrestin recruitment to beta2AR, cell-based reporter | Potency, µM (top dose mostly 46.1 µM), without a hit: top-dose activation, usual class: activators | 0.02% of 330,000 active;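 further: potency means the concentration at half of the fitted maximal effect; 0% = DMSO controls and full agonism = EC100 isoproterenol or metaproterenol; nearly all actives have a fitted effect of over 65% in size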
CXXC DNA block – qHTS Fluorescence Polarization Assay for Inhibitors of MLL CXXC domain - DNA interaction; Histone-lysine N-methyltransferase 2A (Homo sapiens), Q03164; MLL-CXXC / FITC-HOXA9 DNA fluorescence polarization; Potency, µM (highest dose often 115 µM), without a hit: at the top dose activity change, negative = inhibition, actives largely listed as inhibitors; 0.037% of 290,000 active; AID 2662, 2010; active means well fitted inhibition curve with a large enough effect in the polarisation, with a control signal flat, not every such curve was filed as active; inconclusive means small, poorly fitted or top-dose-only effect, or effect the other way, or a change in a side signal; inactive means no such curve, though single readings can be large or run the other way; the % refers to the polarisation; further: potency means the concentration at half of the fitted maximal effect
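Fluorescence polarization: 7 uM MLL-CXXC (stock) preincubated 5 min with compounds, then 50 nM fluorescein-HOX-A9 DNA (stock) added; 30 min ambient. Buffer 50 mM Tris-HCl pH 7.5, 50 mM NaCl, 1 mM DTT, 0.05% BSA.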
a7 integrin act – qHTS for Activators of Integrin-Mediated Alleviation for Muscular Dystrophy. 0.064% of 350,000 active. alpha7betagal myoblasts, beta-gal FDG fluorescence, 48 h. Potency, µM (titrated, usually from 38.3 µM), without a hit: at the highest dose activation, most hits filed as activators;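 further: potency means the concentration at half of the fitted maximal effect; 100% = response of the positive control SU9516; nearly all actives have a fitted effect of over 60% in size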
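alpha7betagal+/- myoblasts (passage 13, 250/well) treated 48 h at 37C with compounds at 1:260 dilution of DMSO stock. Lysed, then beta-galactosidase activity read as FDG fluorescence (ex 480/em 540) after 30 min, with pre-read for autofluorescence.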
TCR act – Activators of T cell receptors: qHTS campaign. primary human leukocytes, anti-CD3, IL-2 HTRF, 48 h. Potency, µM (top dose mostly 9.22 µM), inactives show top-dose activation of IL-2 secretion, actives largely listed as activators. 330,000 tested, under 10 active. AID 504894, 2011; further: % of control where 0% means no effect
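Human primary leukocytes + a-CD3 beads + cpd, 48 hr; IL-2 in supernatant by HTRF (ex 320nm / em 665nm). No co-stimulatory signal supplied.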
p53 reactivation – qHTS assay for re-activators of p53 using a Luc reporter; 0.063% of 320,000 active; Potency, µM (highest dose often 92.2 µM), for inactives: at the highest dose activity change, positive = activation, actives largely listed as activators; H1299 p53-A138V BP100-luciferase reporter, luminescence, 24 h; AID 504706, 2011; further: potency means the concentration at half of the fitted maximal effect; % of control where 0% means no effect; nearly all actives have a fitted effect of over 45% in size
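H1299 (p53-null), stable ts p53-A138V + BP100-Luc; 1000 cells/well, Opti-MEM/10% FBS; cpd 4 pt, 1:5; 24 h, 37 deg C, 5% CO2; detection reagent 10 min RT; luminescence.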
A-T KAP1 phos – qHTS Assay for Identifying a Potential Treatment of Ataxia-Telangiectasia | […] A-T fibroblasts, KAP-1 phosphorylation AlphaLISA; neocarzinostatin DNA damage 30 min before lysis | Potency, µM (top dose mostly 57.5 µM), for inactives: top-dose activation, most hits filed as activators | 0.19% of 320,000 active | AID 485349, 2010; further: potency means the concentration at half of the fitted maximal effect; % of control where 0% means no effect; nearly all actives have a fitted effect of over 45% in size
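ATM-like activity read as KAP-1 phosphorylation via AlphaLISA donor/acceptor antibody pairs after lysis and 6 hr at 25C. Cells were ATM-null patient fibroblasts ([…], hTERT), dosed 60 min, then exposed to the DSB inducer NCS for 30 min.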
An asterisk follows results filed as active; ? = inconclusive; . = not tested or not shown; [ ] = remark or other dose. Unless noted, the call rests on the fitted dose curve; in most records, active means well fitted curve in the direction sought with a large enough effect; inconclusive means small, poorly fitted or top-dose-only effect, or another doubt; inactive means no such curve, though single readings can be large; an effect the other way counts as inactive or inconclusive.

compound | TRPV1 agonist | ELG1 repair inh | BRCA1 expr up | TSG101-PTAP inh | B2AR arrestin | CXXC DNA block | a7 integrin act | TCR act | p53 reactivation | A-T KAP1 phos
CN(C)CCCNC(=O)c1cc(C(=O)c2cccc(Cl)c2Cl)c[nH]1 | 1 | 2% | -30% | -20% | 0.3% | -3% | -48%[inhibitor] | -4% | 0% | -7%
CCc1[nH]nc(C(=O)N2CCCC(CCC(=O)N3CCN(c4ccccn4)CC3)C2)c1C (stereo unspecified) | 0 | -20% | 0% | -2% | 0.4% | 25% | -13% | 9% | -1% | 7%[11.5 µM]
O=C(Nc1ccc(O)cc1)c1ccc(NC(=O)c2cccs2)cc1 | 29 | ? | 4µM* | 0% | 0.1% | 0% | 10% | -15% | 17% | 0%
O=C(CN1CCN(C(=O)C2CCN(C(=O)/C=C/c3ccccc3)CC2)CC1)Nc1ccccc1Cl | 10 | 22% | 77% | -5% | 0.3% | . | 23% | -2% | 18% | -14%
CCN(CC(=O)NCc1ccc(F)cc1)C(=O)C1CCN(S(=O)(=O)c2ccc(C(C)C)cc2)CC1 | 1 | -19% | -42% | -6% | 0.0% | . | 14% | -1% | 1% | 0%
O=C(Nc1cccnc1)c1ccc(-c2ccc(Cl)cc2)o1 | 24 | ? | 0% | -9% | -0.2% | -2% | -7% | 0% | 12% | 4%
CC1=C(C(=O)OCc2ccccc2)C(c2cccc([N+](=O)[O-])c2)NC(=O)N1CCCCCC(=O)O (stereo unspecified) | -1 | 12% | -7% | -1% | 0.3% | 4% | 14% | -7% | -6% | -13%
O=C(CSc1nc2ccccc2c(=O)[nH]1)c1ccc(O)c(O)c1 | -22 | 2% | -51% | -3% | -0.3% | -8% | -2% | 4% | 88% | 4%
O=C(c1ccccc1)c1cnc(Nc2ccc(Cl)c(Cl)c2)s1 | . | 8% | 9% | -1% | 0.1% | 42%[activator] | 10% | 1% | 7% | 6%
Cc1ccc(C)c(S(=O)(=O)NCc2ccc(C(=O)N3CCCCC3C)cc2)c1 (stereo unspecified) | 0 | ? | -36% | -3% | -0.5% | -1% | 17% | 3% | 5% | .
O=[N+]([O-])c1ccc(Oc2ccc(C(F)(F)F)cn2)cc1 | 4 | -5% | -10% | -2% | 0.1% | 5% | 16% | 1% | 23% | 2%
CCOc1ccccc1OCCOc1ccc(F)cc1 | 4 | 21% | 1% | -5% | -0.6% | 6% | 10% | -17% | 3% | 6%
CN(/N=C/c1ccc(Cl)cc1Cl)c1ncc(Cl)cc1C(F)(F)F | 0 | -1% | -13% | 0% | -0.4% | -3% | ? | 0% | 2% | 9%
COC(=O)C1=C(C)Nc2nnnn2C1c1cccnc1 (stereo unspecified) | -2 | 0% | -20% | 1% | 0.3% | -9% | 14% | 1%[46.1 µM] | -2% | 16%
Cc1ccc(C(=O)OCC(=O)N2CCCCCC2)c(O)c1 | 10 | ? | 13µM* | -6% | 0.5% | . | ? | -1% | ? | -5%
c1ccc(-c2ccc(OCCCn3cncn3)cc2)cc1 | 2 | ? | 11µM* | -3% | 0.4% | -2% | 22% | 1% | 24% | -8%
COc1ccccc1OCC(=O)NCc1cccs1 | -3 | 27% | 50% | -10% | 0.4% | -5% | 10% | 5% | 19% | -2%
C=CCOC(=O)C1=C[C@H](c2ccc3c(c2)OCO3)C[C@H](OCCCCO)O1 | . | . | -1% | 1% | . | . | 1% | 3% | . | .
CCCOc1ccc(C(=O)Nc2ccc(Cl)cn2)cc1 | ? | ? | ? | -1% | -0.1% | -6% | 17% | -54% | 11% | .
O=C(NCc1ccc(Cl)cc1)c1ccc(S(=O)(=O)N2CCCCC2)cc1 | ? | -1% | -5% | 0% | -0.3% | . | 24% | . | 1% | 5%

The list goes on, starting with the last two of the part before.
compound | TRPV1 agonist | ELG1 repair inh | BRCA1 expr up | TSG101-PTAP inh | B2AR arrestin | CXXC DNA block | a7 integrin act | TCR act | p53 reactivation | A-T KAP1 phos
CCCOc1ccc(C(=O)Nc2ccc(Cl)cn2)cc1 | ? | ? | ? | -1% | -0.1% | -6% | 17% | -54% | 11% | .
O=C(NCc1ccc(Cl)cc1)c1ccc(S(=O)(=O)N2CCCCC2)cc1 | ? | -1% | -5% | 0% | -0.3% | . | 24% | . | 1% | 5%
Cc1ccc(OCC(=O)NCc2ccccn2)c(Br)c1 | 15 | ? | ? | -5% | 0.5% | -4% | -14% | 3% | 7% | 13%
CCC1=C2CC[C@H]3C(=O)N(c4ccccc4)C(=O)[C@H]3[C@H]2[C@@]2(C)C(=NCC(=O)OC)OC(=O)N2C1=O | -2 | 21% | 3% | -2% | -0.2% | 1% | 15% | 1% | -4% | -16%
COc1ccc(N=NC2=C(O)CC(C)(C)CC2=O)c(OC)c1 | 5 | 0% | 2% | 4% | 0.0% | 36%[activator] | -27% | -4%[46.1 µM] | ? | -2%
Cn1c(SCC(=O)c2ccccc2)nnc1-c1ccccn1 | 10 | ? | 11µM* | -2% | -0.7% | -1% | 2% | -3% | 10% | 12%
Cc1ccc(CNC(=O)CCSCc2ccccc2C)cc1 | ? | 3% | 21% | 1% | -0.1% | 18% | ? | -12% | 12% | -8%
CCCC(=O)Nc1cc2c3c(c1)C(C)C(=O)N3CCC2 (stereo unspecified) | -3 | 0% | -25% | 3% | 0.0% | -6% | 0% | -2% | 0% | 8%
CC(=O)c1ccc(C#CC(C)(C)O)s1 | 0 | 0% | 40% | -3% | -0.9% | 0% | 2% | 12% | 17% | 1%
O=C(N/N=C/C=C/c1ccco1)c1cccnc1 | -5 | 0% | -5% | -9% | -0.4% | -8% | -43%[inhibitor] | -5% | 11% | 2%
CC(=O)N1CCc2cc(S(=O)(=O)CCC(=O)NCCc3ccccc3)ccc21 | -3 | 6% | -7% | 1% | -0.2% | -6% | 19% | -7% | 6% | 17%
CSc1ccc(S(=O)(=O)NCc2ccccc2C)cc1 | 13 | 1% | -41% | -1% | 0.1% | -4% | 16% | 4% | 0% | 7%
O=C(O)c1cccc(S(=O)(=O)N2CCCC2)c1 | -3 | 19% | 0% | . | 0.0% | 0% | 7% | . | 0% | 4%
CCOc1ccccc1OCCOCCN1CCN(Cc2ccccc2)CC1 | 3 | 2% | -8% | 1% | 0.2% | -1% | -3% | -4% | -2% | 0%
O=C(Nc1ccc2ccccc2c1)c1cccc([N+](=O)[O-])c1 | ? | ? | 26% | 0% | -0.5% | ? | ? | -3% | 4% | -10%
O=C(NCC(c1cccnc1)N1CCN(c2ccc(F)cc2)CC1)c1ccccc1 (stereo unspecified) | 0 | -18% | -27% | -2% | 0.0% | -9% | -12% | -3% | -7% | -3%
COc1cc(/C=N/NC(=O)c2ccncc2)ccc1OC(=O)c1cc(OC)c(OC)c(OC)c1 | -3 | -6% | -23% | 0% | -0.6% | 27% | 4% | -2% | -5% | 5%
CCCc1nc2sc3ccccc3c(=O)c2c(=O)n1Cc1ccc(OC)cc1 | 5 | 23µM* | -38% | -5% | -0.6% | 0% | 28% | 5% | -2% | 2%
CCOC(=O)c1csc(NC(=O)c2cc3ccccc3o2)n1 | 8 | ? | 6% | 1% | -0.8% | 3% | 13% | 0% | -9% | -6%
COc1cc(NS(=O)(=O)c2ccc(NC(=O)c3ccc(F)cc3)cc2)ncn1 | -7 | -1% | -6% | . | -0.3% | 60%[activator] | 3% | 3% | -2% | -1%
CSc1cccc(NC(=O)CCCOc2ccc(Cl)cc2C)c1 | 24 | 0% | 4% | -2% | -1.1% | 11% | 20% | -5%[46.1 µM] | -2% | 3%
COc1ccccc1NC(=S)N(c1ccccc1)C(C)C | 0 | 7% | 3% | -2% | 4.5% | 5% | -14% | -2% | 0% | -3%
O=C(Nc1ccccc1-c1nc2ccccc2[nH]1)c1ccc(S(=O)(=O)N2CCCCC2)cc1 | 19 | 4% | 5% | -2% | 0.3% | 30%[activator] | 7% | -2% | 10% | 2%
O=C(N/N=C/c1cc([N+](=O)[O-])ccc1O)c1ccc2c(c1)OCCO2 | ? | -25% | -88% | 2% | -0.4% | 9% | 5% | 0%[46.1 µM] | ? | -11%
O=C(Nc1ccccc1)c1cnc2n(c1=O)CCS2 | 2 | ? | 28% | -7% | -0.6% | -2% | 16% | -1%[46.1 µM] | ? | 7%

Bioassay records as filed in PubChem.
